# ABHD4 inh: ABHD4 inhibitors, primary screen, biochemical, fluorescence polarization, mouse. purified mABHD4, FP-Rh probe fluorescence polarization. inhibition, % at 8.92 µM. actives 0.54% (n = 370,000). AID 720543, 2013;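 active means inhibition exceeding the mean over every tested compound plus 3 SD, cut at about 30% in these data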;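 further: 0% = plate median of compound wells and 100% = S159A mutant with DMSO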
#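 Test system: mABHD4 protein | Buffer or medium: HEPES pH 7.0 buffer, 150 mM NaCl, 0.01% Pluronic F-127 | Probe or stimulus: FP-Rh fluorescent activity-based probe, added after compound pre-incubation | Timing: Pre-incubation 45 min, probe exposure 60 min, at 25 °C | Technique: Fluorescence polarization, excitation 525 nm, emission 598 nm, BODIPY TMR filters | Repeats: Single well per compound (singlicate)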
# SIAE inh: human SIAE inhibitors, primary screen, biochemical, fluorescence polarization, FP-Rh probe, 1536-well HTS; AID 1053197, 2014; SIAE FP-Rh probe binding; actives 0.69% (n = 370,000); inhibition, % at 9.66 µM;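 active means inhibition above a cutoff: mean of compounds within the control limits plus 3 SD of those, cut at about 17% in these data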;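 further: 0% = plate median of compound wells and 100% = probe without SIAE protein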
# Target sequence (Q9HAT2 whole entry, looked up): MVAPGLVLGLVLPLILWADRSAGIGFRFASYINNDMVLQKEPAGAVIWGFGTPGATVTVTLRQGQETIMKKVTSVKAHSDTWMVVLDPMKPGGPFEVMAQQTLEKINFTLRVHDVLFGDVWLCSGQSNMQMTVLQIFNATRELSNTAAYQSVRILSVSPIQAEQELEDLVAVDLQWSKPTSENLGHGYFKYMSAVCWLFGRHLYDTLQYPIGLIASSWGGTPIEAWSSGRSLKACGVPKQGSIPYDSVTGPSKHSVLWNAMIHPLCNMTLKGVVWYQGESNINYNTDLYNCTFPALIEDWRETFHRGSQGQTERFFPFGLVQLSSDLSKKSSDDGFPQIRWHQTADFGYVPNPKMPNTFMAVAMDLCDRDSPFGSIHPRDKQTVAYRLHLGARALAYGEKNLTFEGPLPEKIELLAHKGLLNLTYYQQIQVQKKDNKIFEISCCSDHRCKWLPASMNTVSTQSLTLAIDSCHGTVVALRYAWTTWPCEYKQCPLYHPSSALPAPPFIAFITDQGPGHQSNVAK
# UHRF1 MBD2 ctr: UHRF1 methylated DNA binding inhibitors, primary screen, counter-screen for MBD2 inhibitor project, biochemical, TR-FRET, human UHRF1, single concentration | AID 687016, 2013 | E3 ubiquitin-protein ligase UHRF1 (Homo sapiens), Q96T88 | inhibition, % at 4.4 µM | UHRF1 binding to methylated oligo | actives 0.75% (n = 370,000); in the data active means inhibition above about 21%;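 further: UHRF1 SRA domain binding a hemimethylated CpG hairpin DNA probe; 0% = median of test compound wells and 100% = reference inhibitor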
# TDP2 inh: human TDP2 enzyme inhibitors, primary screen, biochemical, epi absorbance, recombinant enzyme | Tyrosyl-DNA phosphodiesterase 2 (Homo sapiens), O95551 | T5PNP hydrolysis, p-nitrophenol absorbance 415 nm | inhibition, % at 12.8 µM | actives 0.34% (n = 370,000) | AID 720702, 2013;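 active means inhibition above the mean of all tested compounds plus 3 SD, set per campaign, cut at about 25% in these data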;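 further: 0% = DMSO with enzyme and 100% = buffer with substrate but no TDP2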
#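 Test system: human TDP2 enzyme; Input: 120 nM TDP2 per well; Buffer or medium: Mg2+-containing Tris-HCl buffer, pH 7.5; Reagent: 5 mM T5PNP; Dosing: 12.8 µM single point, 1% DMSO; Incubation: reaction 2 h, 37 °C; Detection: p-Nitrophenol epi absorbance; Read-out: % inhibition relative to enzyme-containing and enzyme-free wells; Replicates: single well per compound.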
# PRMT1 inh: PRMT1 methyltransferase inhibitors, primary screen, biochemical, fluorescence polarization | inhibition, % at 2.79 µM | AID 652257, 2013 | actives 1.3% (n = 370,000) | recombinant PRMT1, activity-based probe fluorescence polarization;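 active means inhibition above about 21% made by adding two undisclosed values, limit read from the data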
# Target sequence (Q99873 whole entry, looked up): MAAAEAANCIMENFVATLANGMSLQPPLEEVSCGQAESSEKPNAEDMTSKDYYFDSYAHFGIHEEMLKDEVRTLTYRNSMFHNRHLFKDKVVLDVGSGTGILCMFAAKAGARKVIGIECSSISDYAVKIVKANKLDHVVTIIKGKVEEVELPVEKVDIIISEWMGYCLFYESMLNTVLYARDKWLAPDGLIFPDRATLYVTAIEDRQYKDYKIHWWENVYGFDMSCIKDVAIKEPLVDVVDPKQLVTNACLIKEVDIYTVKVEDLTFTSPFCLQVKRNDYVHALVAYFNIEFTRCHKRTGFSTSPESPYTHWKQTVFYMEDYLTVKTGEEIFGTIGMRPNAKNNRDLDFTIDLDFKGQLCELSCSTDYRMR
# LEDGF integ inh: blockers of LEDGF/p75-dependent integrase strand transfer – biochemical, TR-FRET, high throughput, primary screen. HIV-1 integrase (with human LEDGF/p75). TR-FRET IN-LEDGF/p75 DNA integration, Eu/Cy5. inhibition, % at 3.7 µM. actives 0.64% (n = 370,000). AID 743269, 2014;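 active means inhibition above the screen-wide mean plus 3 SD, cut at about 13% in these data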;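 further: signal is the Cy5 over europium emission ratio at 671 and 618 nm; 0% = plate median of compound wells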
# DDE Tn7 FP inh: inhibitors of Tn7 peptide binding to fibrin DD(E), primary screen, biochemical, fluorescence polarization, human fibrin, Tn7 probe; Fibrinogen beta chain (Homo sapiens), P02675; FP displacement of FITC-Tn7 peptide from fibrin DD(E); 0% = median of compound wells per plate; inhibition, % at 8.3 µM; actives 0.13% (n = 370,000);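 active means inhibition above the mean of compounds falling within the control limits plus 3 SD of them, cut at about 14% in these data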;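 further: 0% = plate median of compound wells and 100% = 10 µM Aha-Tn7 peptide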
#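 Assay system: human fibrin DD(E) protein / Input: 2 µM fibrin DD(E) / Benchmarks: high control of 10 µM Aha-Tn7 peptide / Measured by: fluorescence polarization of the labelled Tn7 tracer / Medium: Tris buffer with calcium and detergent, pH 7.8 / Timing: 10 min compound pre-incubation, 3 h probe incubation at room temperature / Repeats: one replicate per compound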
# PG9 binder: binders of HIV-1 gp120 antibody PG9, primary screen, biochemical, TR-FRET | HIV-1 gp120 / PG9 antibody interaction | inhibition, % at 6.7 µM | TR-FRET gp120-PG9 antibody binding | AID 624416, 2012 | actives 0.43% (n = 360,000); in the data active means inhibition above about 8.5%
# TCR-CD3 inh: inhibitors of human TCR-CD3 interaction, primary screen, biochemical, fluorescence, TAMRA-labeled TCR probe. T-cell receptor (TCR). inhibition, % at 9.4 µM. actives 0.37% (n = 360,000). AID 651800, 2012; in the data active means inhibition above about 19%;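 further: recombinant mutant TCR 2C K166C tagged with TAMRA read by polarization; 0% = receptor in buffer alone and 100% = receptor with positive control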
# HTRA1 inh: HTRA1 serine protease inhibitors, primary screen, biochemical, fluorescence polarization, HTS | AID 504803, 2011 | actives 0.5% (n = 340,000) | inhibition, % at 5.96 µM | recombinant HTRA1, FP-rhodamine activity-based probe; in the data active means inhibition above about 36%;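 further: 0% = enzyme with DMSO and 100% = wells lacking enzyme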
# The depositor's hits bear a star; . = not tested or not shown.
SMILES,ABHD4 inh,SIAE inh,UHRF1 MBD2 ctr,TDP2 inh,PRMT1 inh,LEDGF integ inh,DDE Tn7 FP inh,PG9 binder,TCR-CD3 inh,HTRA1 inh
COc1ccccc1CNC(=O)c1cccc(-c2ccc(C)c3ccccc23)n1,-1,-5,-2,2,0,1,-10,-0.9,-1,.
CC(C)C1C(=O)N(Cc2cn(Cc3ccco3)nn2)CCS(=O)(=O)N1Cc1ccc(-c2cccc(N(C)C)c2)cc1 (centres undefined),-2,-3,-3,8,4,1,3,0.3,8,-18
CCn1c(SCC(=O)c2[nH]c(C)c(C(C)=O)c2C)nnc1-c1cccs1,-11,-4,1,-16,-3,2,0,-4.4,2,2
CC[C@]12c3[nH]c4cc(CCC(=O)N(C)C)ccc4c3CCN1C(=O)[C@@H](CC(=O)NCc1ccc(OC)c(OC)c1)C[C@@H]2C(=O)N1CCN(C(=O)C2CC2)CC1,8,8,-2,-1,-2,0,-3,-0.4,-3,7
O=C(c1ccc(CSc2ccc(Cl)cc2)cc1)N1CCCC1,-4,-6,-3,11,1,1,-6,-2.5,4,-8
O=C(O)/C=C\C(=O)Nc1ccccc1C(=O)NCc1ccccc1,-17,1,3,-9,6,-4,3,-1.2,-2,0
O=C(CSc1nc2c(cnn2-c2ccccc2)c(=O)[nH]1)NCC1CCCO1 (centres undefined),-4,1,-1,2,-5,2,-6,-1.7,3,-3
CCN(CC)c1ccc(C(=O)OCC(=O)Nc2ccc3[nH]c(=O)[nH]c3c2)cc1,14,10,0,11,2,2,0,-3.3,1,-8
CC(CCN1CCOCC1)c1ccccc1 (centres undefined),10,0,2,1,1,-1,2,-0.5,2,5
O=C1c2ccccc2C(=O)N1CCC(c1ccc(F)cc1)c1ccco1 (centres undefined),-6,-8,3,-15,10,1,2,1.4,-6,-18
Cc1cccc(N(C(=O)c2sc(C)nc2C)C(C(=O)NCC2CCCO2)c2ccccc2)c1 (centres undefined),2,-3,-1,-16,-5,0,4,-1.2,5,-1
CC(c1ccco1)N(C(=O)COc1ccccc1[N+](=O)[O-])c1ccccn1 (centres undefined),1,-3,0,1,0,1,0,0.0,1,-1
CCNc1nc(NCC)nc(N/N=C/c2ccc(O)c(OC)c2)n1,7,8,6,-2,4,-8,4,-3.5,-3,4
O=C(/C=C/c1ccc2c(c1)OCO2)Nc1nc2ccccc2s1,-6,-3,-1,-6,1,2,-1,1.8,7,-2
CC/C(=N\NC(N)=O)c1ccc(OC(F)F)cc1,-5,3,2,-21,-4,5,4,1.9,-8,0
CCCC(=O)Nc1cc(C)c(NC(=O)c2ccccn2)cn1,5,7,-2,5,-1,-1,-3,-0.4,1,-7
C[C@@H]1CN([C@H](C)CO)C(=O)CCCn2cc(nn2)CO[C@H]1CN(C)S(=O)(=O)c1ccc(Cl)cc1,8,2,19,6,2,-1,3,0.2,3,.
COc1ccc(-c2cc(=O)c3ccccc3[nH]2)cc1,7,5,1,10,0,1,-2,0.6,6,1
CN1C(=S)SC(/[N+]([O-])=C\c2ccccc2F)C1(C)C (centres undefined),1,1,1,6,1,-4,-5,-0.7,5,0
C[N+]1(CCOc2ccc([N+](=O)[O-])cc2)CCOCC1,3,9,-1,-7,-1,-1,1,-0.4,-3,-1
CC(Sc1ccc(S(=O)(=O)N2CCN(C)CC2)cn1)C(=O)Nc1cccc(Cl)c1Cl (centres undefined),-1,4,-3,4,-2,2,9,1.4,1,-11
Cc1ccc(CN(Cc2cc3cc4c(cc3[nH]c2=O)OCCO4)Cc2nnnn2Cc2ccco2)cc1,7,6,3,-10,43*,17*,-8,-1.0,3,1
O=C(NN1C(=O)/C(=C\c2cccnc2)SC1=S)C(c1ccccc1)c1ccccc1,-3,5,-5,2,14,-6,2,-3.0,1,-9
COc1ccc(C2CC(c3ccc(OC)c(OC)c3)=NN2C(=O)c2ccccc2)cc1 (centres undefined),-12,-1,-3,7,3,2,2,-1.0,4,-27

# Rewritten field by field: entries from further up.
> COc1ccc(-c2cc(=O)c3ccccc3[nH]2)cc1
  ABHD4 inh: 7
  SIAE inh: 5
  UHRF1 MBD2 ctr: 1
  TDP2 inh: 10
  PRMT1 inh: 0
  LEDGF integ inh: 1
  DDE Tn7 FP inh: -2
  PG9 binder: 0.6
  TCR-CD3 inh: 6
  HTRA1 inh: 1

> O=C(/C=C/c1ccc2c(c1)OCO2)Nc1nc2ccccc2s1
  ABHD4 inh: -6
  SIAE inh: -3
  UHRF1 MBD2 ctr: -1
  TDP2 inh: -6
  PRMT1 inh: 1
  LEDGF integ inh: 2
  DDE Tn7 FP inh: -1
  PG9 binder: 1.8
  TCR-CD3 inh: 7
  HTRA1 inh: -2

# (more compounds)
SMILES,ABHD4 inh,SIAE inh,UHRF1 MBD2 ctr,TDP2 inh,PRMT1 inh,LEDGF integ inh,DDE Tn7 FP inh,PG9 binder,TCR-CD3 inh,HTRA1 inh
CCC(C)/C(C)=N/Nc1ccc(S(N)(=O)=O)cc1[N+](=O)[O-] (centres undefined),-2,-4,-5,3,-2,4,0,-2.0,5,1
O=C(c1cc(-c2ccccc2)nn1-c1ccccc1)N1CCN(S(=O)(=O)c2ccc(F)cc2)CC1,4,7,1,6,1,-1,7,2.6,-5,-2
O=C(CC1C(=O)NCCN1Cc1ccc(F)cc1Cl)NCc1ccon1 (centres undefined),3,-4,0,-19,2,1,5,-1.8,8,-2
COc1cc2c(cc1OC)C(c1ccccc1O)NCC2 (centres undefined),3,2,1,8,2,-1,0,0.5,2,0
Cc1ccc(C(=O)Oc2cccc(NC(=O)c3cccs3)c2)cc1S(=O)(=O)N1CCOCC1,-2,-92,0,2,0,-5,6,-0.9,1,-45
Cc1cc(C)c(S(=O)(=O)N2CCCC2=O)c(C)c1,2,2,-3,8,1,-1,-8,-1.6,8,2
C=CCN(c1ccccc1)S(=O)(=O)c1ccc2c(c1)oc(=O)n2C,4,-4,2,5,-1,1,5,-0.7,64*,-7
COc1cccc(C(=O)N2CCN(Cc3ccccc3[N+](=O)[O-])CC2)c1,11,2,2,10,2,2,6,-0.1,-2,1
Cc1ccn2cc(-c3cccc(NC(=O)CCC(=O)O)c3)nc2c1,0,4,-3,-6,-2,-2,7,-0.8,4,7
CN(C)c1ccc(/C=N/NC(=O)c2cccc(C(=O)N/N=C/c3ccc(N(C)C)cc3)n2)cc1,6,8,1,-9,-2,-1,-2,-5.5,2,-4
Cc1ccccc1OCCCC(=O)Nc1ccccc1C(F)(F)F,0,2,-4,7,0,0,1,2.4,-4,-8
COc1cc(C(C(=O)NCC2CCCO2)N(C(=O)Cn2nnc3ccccc32)c2ccc(C(C)=O)cc2)ccc1O (centres undefined),0,1,1,12,2,1,5,0.6,1,0
c1ccc(-c2nc(NC3CC3)nc(-n3ccnc3)n2)cc1,0,-10,0,-7,2,1,-7,-0.7,-8,-10
Oc1cc(Nc2ccncc2)cc2cccnc12,-3,4,1,-7,2,-10,2,-0.9,5,43*
O=C(OCC(=O)N1CCCCCC1)c1cccc(Cl)c1Cl,-2,9,-1,9,-1,-2,2,-1.0,-1,6
Cc1noc(C)c1S(=O)(=O)N1CCC2(CC1)OCCO2,-3,4,-1,8,-2,-2,-9,-1.2,13,-2
CCc1occc(=O)c1Oc1cc(NN2CCCCC2)c([N+](=O)[O-])cc1[N+](=O)[O-],-1,-8,4,-6,1,3,-7,0.6,-13,-6
COc1cccc(CC2(CO)CCCN(Cc3cc4ccccc4[nH]3)C2)c1 (centres undefined),-3,-2,-3,-3,-2,4,-5,-0.2,6,-12
O=C(NCCNc1nccc(C(F)(F)F)n1)c1cccc(C(F)(F)F)c1,6,7,5,-8,0,4,6,-0.9,-7,-1
c1csc(C(c2nnnn2C2CCCC2)N2CCOCC2)c1 (centres undefined),-4,-2,2,13,0,1,0,-1.6,-1,1
CCC(=O)N/C(N)=N/c1nc(C)c2cc(OC)ccc2n1,3,0,2,2,-1,-4,2,1.0,0,2
CCC(C)c1ccc(NC(=S)NCCn2cc(Br)cn2)cc1 (centres undefined),-4,-2,1,-3,-1,-3,3,0.5,5,-20
Cc1ccc2c(c1)cc(CN(CCc1ccccc1)C(=O)N1CCOCC1)c1nnnn12,3,-3,-2,4,1,-4,0,1.3,2,-10
O=C(NC(NC(=O)c1ccccc1)C(=O)c1ccccc1)c1ccccc1,-4,-5,-2,0,2,2,4,6.6,-2,-4
FC(F)(F)c1ccc(C2Nc3cccc4cccc(c34)N2)cc1,4,4,1,3,6,1,2,-2.2,-1,6
Cc1ccc(C(=O)COc2nc(C)nc3ccccc23)cc1,0,-4,-1,7,-1,0,9,1.4,5,4
O=C(NC1CCSC1=O)c1ccccc1 (centres undefined),11,1,-1,14,1,3,-1,0.9,7,3
COc1cccc(/C=N/NC(=O)c2ccc(N(C)S(=O)(=O)c3ccccc3)cc2)c1OC,-8,-16,1,1,4,-6,14,-0.9,-1,-8
CN(C)c1cc(-c2cccc([N+](=O)[O-])c2)oc(=O)c1Cl,2,3,-1,2,-1,-4,-4,-0.4,-2,-5
Cc1[nH]c2ccccc2c1CC(=O)Nc1ccc(Nc2ccncc2)cc1,3,34*,2,1,-6,2,-4,0.2,-1,.
CC(C)(C)NS(=O)(=O)c1ccc(CCC(=O)Nc2ccc3c(c2)OCCO3)cc1,5,2,0,2,3,3,-1,-0.3,6,3
O=C1CN(C(=O)c2ccc(Br)o2)C(c2ccccc2)c2cc(F)ccc2N1 (centres undefined),-6,2,-2,1,0,-1,3,-1.9,2,-22
CC(=O)Nc1c(Cl)cc2c(c1Cl)Cc1cc(C#N)ccc1-2,3,-1,-1,-8,-1,8,-6,-0.3,-3,4
CCC(=O)Nc1ccccc1C(=O)OCC(=O)c1ccccc1,2,4,2,-2,-2,0,7,-2.9,1,-6
COc1cc(OC)cc(C2=Cc3ccccc3C(CC(C)=O)N2c2ccc(-c3cncnc3)cc2)c1 (centres undefined),6,-10,18,0,2,0,-8,-0.2,3,.

# From PubChem BioAssay
